Source: PubChem (Broad Institute)
C diff growth – C. difficile growth inhibition. Clostridium difficile clinical isolate growth, OD600, 24 h; active compounds read low. growth activity, negative = inhibition, % at 16 µg/mL (by protocol). hit rate 0.25% among 86,000;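 active = mean growth activity at or below -80% and every replicate also at or below -80%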;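 note: 0% = DMSO wells and -100% = levofloxacin 16 µg/mL wells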
* marks the source's active call; other numbers are inactive results; & = joins results of further samples.

SMILES	C diff growth
C#Cc1ccc([C@@H]2C=C(C(=O)NCc3ccccc3)O[C@H](OCCCCO)C2)cc1	2
CC(=O)Oc1ccccc1C(=O)OCO/N=[N+](\[O-])N1CCCC1	-4
COc1ccc(COC[C@@]23Oc4ccccc4[C@@H](NC(=S)N2C)[C@H]3CO[Si](C)(C)C(C)(C)C)cc1	6
C=CCOC(=O)[C@@H]1[C@H]2C(=O)O[C@H](c3ccccc3)[C@H](c3ccccc3)N2[C@H](c2ccc(OCCOC(=O)[C@H]3C[C@H]4C(=O)N5CCC[C@H]5C(=O)N4[C@H]3c3ccc(O)cc3)cc2)[C@@]12C(=O)Nc1ccccc12	-4
COCCCNC(=O)[C@@]1(C)c2ccccc2C(=O)N(Cc2ccc(OC(F)(F)F)cc2)[C@H]1c1ccc(CO)cc1	-3
COC(=O)[C@@]1(Cc2ccccc2CN=[N+]=[N-])COC(c2ccc(OCCCO)cc2)=N1	9
COCCOC(=O)N1C(=O)[C@@]2(c3ccccc31)[C@H](c1ccc(O)cc1)N1[C@H](c3ccccc3)[C@H](c3ccccc3)OC(=O)[C@H]1[C@@H]2C(=O)N1CCc2cc(OC)c(OC)cc2C1	1
COCC1=C([C@H](O)c2ccccc2)[C@H](CO)[C@@H]2C(=O)N(C)C(=O)[C@@H]2C1	-1
CC(C)CNC(=O)[C@@H]1c2ccccc2C(=O)N(CC23CC4CC(CC(C4)C2)C3)[C@H]1c1ccc(CO)cc1	5
COc1ccc(C#Cc2ccc3c(c2)[C@]2(C(=O)N3)[C@H](C(=O)N3CCc4cc(OC)c(OC)cc4C3)[C@H]3C(=O)O[C@H](c4ccccc4)[C@H](c4ccccc4)N3[C@@H]2c2ccc(OCCO)cc2)cc1	9
COC(=O)C1(N2C(=O)O[C@@H](Cc3ccccc3)[C@H]2/C=C/C2CC2)CCCC1	15
CCO[C@H]1OC(C(=O)NC2CC2)=C[C@@H](c2ccc(C(F)(F)F)cc2)[C@@H]1CCCO	6
CCO[C@@H]1OC(C(=O)N2CCCC2)=C[C@H](c2ccc(C(F)(F)F)cc2)[C@H]1CCCO	14
[N-]=[N+]=Nc1ccccc1C[C@@]1(C(=O)N2CCCCC2)N=C(c2ccc(OCCCO)cc2)O[C@@H]1c1ccccc1	7
COC(=O)CCCCCCC(=O)Nc1ccc(C2OC(CSc3nc(-c4ccccc4)c(-c4ccccc4)o3)CC(c3ccc([N+](=O)[O-])cc3)O2)cc1 (stereo not drawn)	-4
O=C1N(Cc2ccccc2)Cc2ccccc2[C@@H]2OC(c3ccc(OCCCO)cc3)=N[C@]12Cc1ccccc1	13
CNC(=O)C1=C[C@H](c2csc3ccccc23)C[C@H](OCCCCO)O1	3
CC(C)(C)OC(=O)NCCOCCOCCNc1ncnc2ccc(Br)cc12	4
COc1ccc(C#Cc2ccc3c(c2)[C@]2(C(=O)N3)[C@H](c3ccccc3OCCO)N3[C@H](c4ccccc4)[C@H](c4ccccc4)OC(=O)[C@H]3[C@@H]2C(=O)N2CCCCCCC2)cc1	-3
C=CCCN(CC#C[C@H]1Oc2ccccc2S(=O)(=O)N2CCC[C@@H]12)S(=O)(=O)c1ccc(C)cc1	-6
O=C(NCc1ccccc1)C1=C[C@@H](c2ccc3c(c2)OCO3)C[C@@H](OCc2ccc(CO)cc2)O1	-7
C=CCOC(=O)C(=O)/C=C/c1ccc(F)cc1	-12
CC1=C([C@H](O)c2ccccc2)[C@H](CO)n2c(=O)n(-c3ccccc3)c(=O)n2C1	-2
COCC1=C2[C@@H](c3ccccc3)OB(O)C[C@@H]2[C@@H]2C(=O)N(Cc3ccccc3)C(=O)[C@@H]2C1	-5
COCCOC(=O)N1C(=O)[C@@]2(c3cc(C#CCC(C(=O)OC)C(=O)OC)ccc31)[C@H](C(=O)Nc1nc3ccccc3s1)[C@H]1C(=O)O[C@H](c3ccccc3)[C@H](c3ccccc3)N1[C@@H]2c1ccccc1OCCO	-7

3 structures already listed, arranged by molar mass, low to high.
SMILES	C diff growth
COC(=O)C1(N2C(=O)O[C@@H](Cc3ccccc3)[C@H]2/C=C/C2CC2)CCCC1	15
CCO[C@@H]1OC(C(=O)N2CCCC2)=C[C@H](c2ccc(C(F)(F)F)cc2)[C@H]1CCCO	14
O=C1N(Cc2ccccc2)Cc2ccccc2[C@@H]2OC(c3ccc(OCCCO)cc3)=N[C@]12Cc1ccccc1	13

Continued.
SMILES	C diff growth
COC(=O)c1cn(CCCNC(=O)[C@H](Cc2ccccc2)NS(=O)(=O)c2ccc(C)cc2)nn1	8
C=CCN1C(=O)[C@@]2(O[C@@H](CCO)[C@H]([Si](C)(C)c3ccc(OC)cc3)[C@H]2C)c2cc(N3CCOC3=O)ccc21	8
O=C(NCCn1cc(CN2C(=O)COC[C@H]2c2ccccc2)nn1)Nc1ccccc1	-6
O=C(C1=C[C@H](c2csc3ccccc23)C[C@H](OCCCCO)O1)N1CCOCC1	-2
C=CCOC(=O)C1=C[C@@H](c2coc3ccccc3c2=O)C[C@@H](OCCCCO)O1	-1
COc1ccc(NC(=O)O[C@H](c2ccc(OCCO)cc2)[C@@H](C)CCO)cc1	-4
CC(=O)n1cc([C@@H]2C=C(C(=O)NCc3ccccc3)O[C@H](OCCCCO)C2)c2ccccc21	6
Cc1ccc(F)cc1S(=O)(=O)N[C@@H]1CCN(C(=O)c2ccc(OC(C)C)cc2)C1	6
CCOc1ccc(N2C(=O)CS(=O)(=O)C2c2ccccc2)cc1 (stereo not drawn)	-4
CCO[C@@H]1OC(C(=O)N2CCN(Cc3ccc4c(c3)OCO4)CC2)=C[C@H](c2cn(C(C)=O)c3ccccc23)[C@H]1CCCO	10
CCO[C@@H]1OC(C(=O)N2CCN(Cc3ccccc3)CC2)=C[C@H](c2ccccc2)[C@H]1CCCO	5
O=C(NC1CC1)C1=C[C@@H](C2CCCCC2)C[C@@H](OCCCCO)O1	-4
CC(C)NC(=O)[C@@]1(c2ccc([N+](=O)[O-])cc2)CC(=O)N(CC23CC4CC(CC(C4)C2)C3)[C@@H]1c1ccc(CO)cc1	-4
COc1ccc([Si](C)(C)[C@H]2[C@H](CCO)O[C@@]3(C(=O)N(C)c4ccccc43)[C@@H]2C)cc1	-5
CC(C)(C)[C@H]1C=C(C(=O)NCc2ccccc2)O[C@@H](OCc2ccc(CO)cc2)C1	14
CCO[C@H]1OC(C(=O)O)=C[C@@H](c2ccccc2)[C@@H]1CCCO	-6
CCC(CO)Oc1cc(NC(=O)c2cccc(Cl)c2)c2ncn(C(C)C)c2c1 (stereo not drawn)	2
C=CCOC(=O)C1=C[C@@H](c2coc3ccccc3c2=O)C[C@@H](OCc2ccc(CO)cc2)O1	10
CCO[C@@H]1OC(C(=O)NCc2nc3ccccc3[nH]2)=C[C@H](C2CC2)[C@H]1CCCO	9
O=C(Nc1ccccc1)C1=C[C@H](C2CC2)C[C@H](OCCCCO)O1	0
O=C1O[C@@H](c2ccccc2)[C@@H](c2ccccc2)N2[C@@H](c3ccccc3OCCO)[C@]3(C(=O)Nc4ccccc43)[C@@H](C(=O)N3CCCCCCC3)[C@H]12	-5
CCCNC(=O)[C@@]1(C)c2ccccc2C(=O)N(Cc2ccccc2)[C@H]1c1ccc(CO)cc1	-3
COc1ccc(COCC23N=C4SCc5ccccc5CN4[C@H](c4ccccc4O2)[C@H]3COC(=O)c2ccccc2)cc1	14
O=C(Nc1ccccc1)C1=C[C@H](c2ccc(Br)cc2)C[C@H](OCc2ccc(CO)cc2)O1	8
Cc1nc(S(=O)(=O)N2CCN(Cc3ccc(OCCO)cc3)CC2)cn1C	7

6 consecutive records from above, for reference:
SMILES	C diff growth
O=C(Nc1ccccc1)C1=C[C@H](C2CC2)C[C@H](OCCCCO)O1	0
O=C1O[C@@H](c2ccccc2)[C@@H](c2ccccc2)N2[C@@H](c3ccccc3OCCO)[C@]3(C(=O)Nc4ccccc43)[C@@H](C(=O)N3CCCCCCC3)[C@H]12	-5
CCCNC(=O)[C@@]1(C)c2ccccc2C(=O)N(Cc2ccccc2)[C@H]1c1ccc(CO)cc1	-3
COc1ccc(COCC23N=C4SCc5ccccc5CN4[C@H](c4ccccc4O2)[C@H]3COC(=O)c2ccccc2)cc1	14
O=C(Nc1ccccc1)C1=C[C@H](c2ccc(Br)cc2)C[C@H](OCc2ccc(CO)cc2)O1	8
Cc1nc(S(=O)(=O)N2CCN(Cc3ccc(OCCO)cc3)CC2)cn1C	7

Further results.
SMILES	C diff growth
COc1ccc([Si](C)(C)[C@@H]2[C@@H](CCn3cc([C@H](O)c4ccccc4)nn3)O[C@]3(C(=O)N(Cc4cccc(N5CCOC5=O)c4)c4ccccc43)[C@H]2C)cc1	1
O=C(C1=C[C@H](C2CC2)C[C@H](OCCCCO)O1)N1CCN(Cc2ccc3c(c2)OCO3)CC1	-2
CCCC[C@@H](O)C1=C(C)Cn2c(=O)n(-c3ccccc3)c(=O)n2[C@H]1CO	-3
COc1ccc(COCC23N=C4SCCCN4[C@H](c4ccccc4O2)[C@H]3CO[Si](C)(C)C(C)(C)C)cc1	9
O=C(C1=C[C@H](C2CCCCC2)C[C@H](OCc2ccc(CO)cc2)O1)N1CCOCC1	5
COCCOC(=O)N1C(=O)[C@@]2(c3cc(C#CCC(C(=O)OC)C(=O)OC)ccc31)[C@H](C(N)=O)[C@H]1C(=O)O[C@H](c3ccccc3)[C@H](c3ccccc3)N1[C@@H]2c1ccc(OCCO)cc1	3
O=C(O)C1=C[C@@H](c2csc3ccccc23)C[C@@H](OCc2ccc(CO)cc2)O1	-4
O=C(C1=C[C@@H](C2CC2)C[C@@H](OCc2ccc(CO)cc2)O1)N1CCCC1	-1
C[C@]12CCCC(=O)N1CCc1c2[nH]c2ccccc12	2
C=CCNC(=O)[C@@H]1[C@H]2C(=O)O[C@H](c3ccccc3)[C@H](c3ccccc3)N2[C@H](c2ccccc2OCCO)[C@@]12C(=O)N(C(=O)OCCOC)c1ccc(C#Cc3ccc(OC)cc3)cc12	-6
O=c1n(-c2ccccc2)c(=O)n2n1CC(COc1ccccc1)=C([C@H](O)c1ccccc1)[C@@H]2CO	10
NC(N)=NCCCC(N)C(=O)CC(Cc1ccccc1)C(=O)O (stereo not drawn)	1
O=C(O)C1=C[C@H](c2ccc(C(F)(F)F)cc2)C[C@H](OCc2ccc(CO)cc2)O1	3
C#CCNC(=O)C1=C[C@@H](c2cn(C(C)=O)c3ccccc23)[C@H](CCCO)[C@@H](OCC)O1	-1
C#CCN1C(Cc2ccccc2)C(=O)O[C@H](C2CCCCC2)[C@@H]1/C=C/C1CC1 (stereo partly drawn)	-9
O=C1c2ccccc2[C@@]2(Cc3ccccc3N(Cc3ccccc3)C2=O)[C@H](c2ccc(CO)cc2)N1C1CCCCC1	-10
CCO[C@H]1OC(C(=O)N2CCN(Cc3ccc4c(c3)OCO4)CC2)=C[C@@H](c2csc3ccccc23)[C@@H]1CCCO	-6
CCO[C@H]1OC(C(=O)N2CCOCC2)=C[C@@H](C2CCCCC2)[C@@H]1CCCO	-7
COc1ccc([Si](C)(C)[C@H]2[C@H](CCO)O[C@@]3(C(=O)N(c4ccccc4)c4ccccc43)[C@@H]2C)cc1	5
O=C(C1=C[C@@H](c2ccc3c(c2)Cc2ccccc2-3)C[C@@H](OCCCCO)O1)N1CCCCC1	4
COC(=O)c1cn(CCNC(=O)Nc2ccccc2)nn1	-7
CO[C@@H](CCO)[C@@H](O)c1ccc(O)c(F)c1	0
C=CCN1C(=O)[C@]2(O[C@H](CCn3cc(CCO)nn3)[C@@H]([Si](C)(C)c3ccc(OC)cc3)[C@@H]2C)c2cc(N3CCOC3=O)ccc21	-2
Cc1c(N2C(=O)CSC2c2ccccc2)c(=O)n(-c2ccccc2)n1C (stereo not drawn)	-6
O=C(Nc1ccccc1)C1=C[C@@H](c2ccccc2)C[C@@H](OCc2ccc(CO)cc2)O1	15

An excerpt of these results, comma-delimited:
SMILES,C diff growth
C[C@]12CCCC(=O)N1CCc1c2[nH]c2ccccc12,2
O=C1c2ccccc2[C@@]2(Cc3ccccc3N(Cc3ccccc3)C2=O)[C@H](c2ccc(CO)cc2)N1C1CCCCC1,-10

The results go on:
SMILES	C diff growth
[N-]=[N+]=NCc1ccccc1C[C@]1(C(=O)N2CCCCC2)COC(c2ccc(OCCCO)cc2)=N1	2
COc1ccc([Si](C)(C)[C@@H]2[C@@H](CCn3cc(CCO)nn3)O[C@]3(C(=O)N(c4ccccc4)c4ccccc43)[C@H]2C)cc1	3
C=CCNc1ncnc2ccc(Br)cc12	-1&4
O=C(NCc1ccccc1)C1=C[C@H](c2ccc3c(c2)OCO3)C[C@H](OCCCCO)O1	10
CC(C)C[C@@H]1NC(=O)[C@H]2C[C@@H](C(=O)NCCCCCN)[C@@H](c3cccc(OCCO)c3)N2C1=O	-3
COc1ccc(COCC23N=C4SCC(=O)N4[C@H](c4ccccc4O2)[C@H]3CO)cc1	-3
COC(=O)[C@H](Cc1ccccc1)N1CC2=CCCC=C[C@H]2[C@@H]1[C@@H](O)Cc1ccccc1	0
O=C(NCc1ccccc1)[C@@H]1c2ccccc2C(=O)N(CC23CC4CC(CC(C4)C2)C3)[C@H]1c1ccc(CO)cc1	14
COC(=O)C(CC#Cc1ccc2c(c1)[C@]1(C(=O)N2)[C@H](c2ccccc2OCCO)N2[C@H](c3ccccc3)[C@H](c3ccccc3)OC(=O)[C@H]2[C@@H]1C(=O)N1CCc2cc(OC)c(OC)cc2C1)C(=O)OC	7
COC(=O)[C@]1(CCS(=O)(=O)c2ccccc2)N=C(c2ccc(OCCCO)cc2)O[C@@H]1c1ccccc1	8
COCCCNC(=O)[C@@]1(Cc2ccccc2N=[N+]=[N-])N=C(c2ccc(OCCCO)cc2)O[C@H]1c1ccccc1	12
O=C(C1=C[C@H](C2CC2)C[C@H](OCCCCO)O1)N1CCCC1	-9
C=CCNC(=O)[C@@H]1[C@H]2C(=O)O[C@H](c3ccccc3)[C@H](c3ccccc3)N2[C@H](c2ccc(OCCO)cc2)[C@@]12C(=O)N(C(=O)OCCOC)c1ccc(C#Cc3ccc(OC)cc3)cc12	-7
CCOC(=O)C1=CC[C@@H](c2ccc(OC)cc2)[C@@H]1C(=O)c1ccccc1	-10
CC(C)(C)c1ccc(N2C(=O)CSC2c2ccccc2)cc1 (stereo not drawn)	-7
CCC(CO)Oc1cc(NC(=O)c2ccc(C)cc2)c2ncn(C(C)C)c2c1 (stereo not drawn)	1
CCC(CO)Oc1cc(NC(=O)c2cccc(F)c2)c2ncn(C(C)C)c2c1 (stereo not drawn)	2

Only part of the results is shown; the hit share may differ from the screen's.
